Screening results from PubChem BioAssay.
SKBR3 24h inh: SK-BR-3 proliferation inhibitors, primary screen, cell-based, human, 24 h; SK-BR-3 viability, CellTiter-Glo ATP luminescence; hits give low values; 41,000 tested, 0.47% active; viability, % at 10 µM; AID 847, 2007;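 active = viability at or below the median of all test compounds minus 3 SD, in both replicates if run twice, cut at about 45% in these data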;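 note: 100% = median untreated cell wells and 0% = median positive control drug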
Numbers without * were called inactive; & = joins results of further samples.

canonical_smiles	SKBR3 24h inh
C=C(C)Cn1c(SCC(=O)O)nnc1-c1ccc(C(C)(C)C)cc1	108
CCN(CC)c1nc2n(c(=O)n1)CCO2	105
O=C(Cc1ccccc1)Nc1ccc(-c2nnc(-c3ccco3)o2)cc1	77
CCCCCOc1ccc(C2C(C(C)=O)=C(C)Nc3ncnn32)cc1OC (stereo unspecified)	93
CN(C)C(=O)Nc1cnc2ccccc2c1	102
COc1ccccc1-c1coc2cc(O)cc(O)c2c1=O	101
Cc1sc(NC(=O)c2oc3ccccc3c2C)c(C#N)c1C	93
Cc1ccc(S(=O)(=O)c2cccc(S(=O)(=O)N3CCCC3)c2)cc1S(=O)(=O)N1CCCC1	112
COc1ccc(S(=O)(=O)NC(C)C(=O)Nc2ccccc2F)cc1 (stereo unspecified)	79
O=C(Nc1ccon1)c1cc(-c2ccccc2)nc2ccccc12	73
CCC(C)(C)n1nnnc1C(c1cc2cc(OC)ccc2[nH]c1=O)N1CCc2ccccc21 (stereo unspecified)	79
CC(C)(CO)NC(=O)C(c1ccccc1)c1ccccc1	95
c1ccc(Cn2ncc3c(N4CCCCC4)ncnc32)cc1	75
COc1ccccc1C1C(C(=O)c2sc(C)nc2C)=C(O)C(=O)N1CCN1CCOCC1 (stereo unspecified)	91
COc1ccc(NCc2nnc(SCC#N)n2-c2ccccc2OC)cc1	111
CC(=O)c1cccc(-n2nnnc2SCC(=O)Nc2cccc(NC(=O)c3ccco3)c2)c1	100
O=C(Nc1ccc2c(c1)OCO2)C(c1ccccc1)N1CCN(C(=O)c2ccco2)CC1 (stereo unspecified)	71
COC(=O)c1ccc(OCCn2cnc3ccccc3c2=O)cc1	87
CCOC(=O)N1CCN(S(=O)(=O)c2cccc3ccc(C)nc23)CC1	90
COc1cccc(-c2cc(C(=O)Nc3cc(OC)c(OC)c(OC)c3)no2)c1	110
Cc1nn(-c2ccccc2)c2sc(-c3n[nH]c(=S)o3)cc12	108
COc1ccc(OC)c(C2=Nn3c(nnc3C3CCCCC3)SC2)c1	116
Cc1ccc(-c2noc(CCC(=O)NCc3ccc4c(c3)OCO4)n2)cc1	88
CCn1cc(C(=O)Nc2cc3c(cc2NC(C)=O)OCCO3)c(=O)c2ccc(C)nc21	59
CCCC1C(C#N)=C(N)Oc2cc(C)n(C)c(=O)c21 (stereo unspecified)	104
COC(=O)c1cccc(NC(=O)CSc2nc(C)cc(=O)[nH]2)c1	94
CCOC(=O)c1ccc(Oc2nc(NC)nc(OC)n2)cc1	89
Cc1nc(Cc2nnc(SCc3nc(N)nc(Nc4ccccc4C)n3)o2)cs1	36*
CC(=O)c1c(C(C)=O)c(C)n(NC(=O)c2ccccc2O)c1C	94
CCN(CC)CCC(=O)NC(C)(C)Cc1ccc(O)cc1	92
C=CCNc1nc(NC(C)(C)CO)nc(OCC)n1	65
Cc1nnc2n(-c3ccccc3)c(=O)c3c4c(sc3n12)CC(C)CC4 (stereo unspecified)	60
Cc1ccc(C(c2nnnn2CCC(C)C)N2CCN(C)CC2)cc1 (stereo unspecified)	93
COc1ccc(N2CCN(Cc3nc(N)nc(Nc4ccc(C)c(Cl)c4)n3)CC2)cc1	81
Cc1cc(C2N=C(N)Nc3nc4ccccc4n32)c(C)n1-c1ccccc1Cl (stereo unspecified)	83
CCOC(=O)C1CCCN(C(=O)C2CCN(S(=O)(=O)N3CCC4(CC3)OCCO4)CC2)C1 (stereo unspecified)	90
O=C(CNCc1ccco1)Nc1ccccc1-n1cccc1	105
CN1CCc2nc(SCC(=O)Nc3ccc(F)cc3)c(C#N)cc2C1	84
c1nnc2c3c4c(sc3ncn12)CCCC4	96
CC1CCCN(CC(=O)Nc2ccc(S(=O)(=O)N3CCCCCC3)cc2)C1 (stereo unspecified)	87
COc1ccc(N2CCN(C(=O)CSc3nnc4nc(C)cc(C)n34)CC2)cc1	84
COc1c2c(nc3occc13)C(CCC(C)(C)O)(OC)C(O)CC2 (stereo unspecified)	98
O=C(Nc1ccc2oc(-c3ccccc3F)nc2c1)c1cncc(Br)c1	86
Cc1cc(C)n(-c2nc3ccccc3nc2N2CCCCCC2)n1	98
O=C1CN2C(=N1)N(Cc1ccccc1)c1ccccc12	89
Cc1ccc2[nH]c3c(NCCCN4CCCC4=O)ncnc3c2c1	89
Cc1c(C2Nc3ccccc3NC3=C2C(=O)CC(C)(C)C3)cnn1C (stereo unspecified)	89&89
CCOC(=O)/C=C1\Nc2ccccc2SC1=O	95
Cc1cc(NC(=O)CSc2nc(-c3ccco3)cc(C(F)(F)F)n2)n(-c2ccccc2)n1	86
CCOc1cc(C2NC(=O)NC(C)=C2C(=O)OC(C)CC)cc(Br)c1O (stereo unspecified)	88
CC1(C)OC(=O)C(=CNc2ncccn2)C(=O)O1	104
CCOC(=O)c1cc2c(=O)n3cccc(C)c3nc2n(CCc2ccc(OC)c(OC)c2)c1=N	84
Fc1ccc(-c2noc(C3CCN(Cc4cccnc4)CC3)n2)cc1	74
CC(C)C(C(=O)Nc1ccc2c(c1)OCCO2)N1C(=O)c2ccccc2C1=O (stereo unspecified)	98
O=C(Cn1ncc2c(=O)oc3ccccc3c21)N1CCCc2ccccc21	103
O=C(O)CCNc1cc2ccccc2cc1C(=O)O	95
Cc1c(/C(O)=C2/C(=O)C(=O)N(Cc3cccnc3)C2c2cccs2)cnn1-c1ccccc1 (stereo unspecified)	93
Cc1ccc(S(=O)(=O)CCC(=O)Nc2ccc3c(c2)OCO3)cc1	85
COC(=O)c1ccccc1NC(=O)CSc1nnc(COc2cccc(OC)c2)n1C	91
O=C(Nc1cc(C(F)(F)F)ccc1N1CCOCC1)c1cncc(Br)c1	86

Continuation:
canonical_smiles	SKBR3 24h inh
CCOC(=O)Cn1c2ccccc2c2nc3ccccc3nc21	68
CCCCNC(=O)Cn1cnc2c(cnn2-c2ccc(C)c(C)c2)c1=O	83
CCOc1ncccc1C(=O)OCC(=O)Nc1cc(C(=O)OC)ccc1C(=O)OC	98
c1ccc(-c2nc(N3CCCCCC3)c3ccccc3n2)nc1	195
CC1CCCC(C)N1S(=O)(=O)c1ccc(NC(=O)c2ccccc2C(=O)N2CCOCC2)cc1 (stereo unspecified)	85
c1ccc(-n2nnnc2-n2cnc3ccccc32)cc1	116
CCOC(=O)N1CCN(S(=O)(=O)c2ccc(OC)c(Cl)c2)CC1	106
Cn1c(=O)c2c(nc(NCc3ccc4c(c3)OCO4)n2Cc2ccccc2F)n(C)c1=O	89
COc1cccc(NC(=O)c2ccc3c(c2)N(CC(=O)N2CCCCC2)C(=O)C(C)(C)O3)c1	64
COc1ccccc1N(C(C)=O)C1SC(=O)N(c2ccccc2)C1=O (stereo unspecified)	121
C=CCn1c(Cc2cccs2)nnc1SCC(=O)c1cccc(Br)c1	88
CN1C(=S)SC(N(O)C(=O)NC2CCCCC2)C1(C)C (stereo unspecified)	102
CN(Cc1nc2ccccc2n1C)S(=O)(=O)c1ccc(F)cc1	100
COc1cc(S(=O)(=O)NC2CCCCC2C)ccc1Cl (stereo unspecified)	98
COC(=O)c1[nH]c(C)c(/C(O)=C2\C(=O)C(=O)N(CCN(C)C)C2c2cc(OC)ccc2OC)c1C (stereo unspecified)	92
CCC(=O)Nc1ccc(C(=O)n2ccc(C)n2)cc1	138
COc1cc(C)c(Cl)cc1S(=O)(=O)N(C)C	112
C/C(CCc1oc2ccccc2c1-c1ccc(C)o1)=N/O	83
COc1ccc(C2(CN(C(C)=O)C(C)=O)CCCC2)cc1OC	86
CC1CN(S(=O)(=O)c2cccc(C(=O)OCC(=O)Nc3ccc4c(c3)OCO4)c2)CC(C)O1 (stereo unspecified)	76
CCn1c(Cc2cccs2)nnc1SCC(=O)Nc1ccc(OC)c(OC)c1	95
CC1(C)CCCN(C(=O)c2coc(=O)c(Br)c2)C1	93
CC(C)Cn1c(Br)nc2c1c(=O)n(CCC#N)c(=O)n2C	96
COc1cc(CNCCO)ccc1OCC(=O)Nc1ccc(Br)cc1	92

> CCCc1cc(Nc2cccc(OC)c2)n2ncnc2n1
  SKBR3 24h inh: 98
> O=C(CN(Cc1ccccc1)S(=O)(=O)c1ccccc1)NC1CC1
  SKBR3 24h inh: 90
> Cc1cc(N2C(=O)C3C4C=CC(C4)C3C2=O)no1 (stereo unspecified)
  SKBR3 24h inh: 93
> CCc1cc(=O)oc2cc(C)c(CN3CCCC(C)C3)c(O)c12 (stereo unspecified)
  SKBR3 24h inh: 132
> CCN(CC)S(=O)(=O)c1ccc(-c2nnc(SCc3nnc(-c4ccccc4)o3)o2)cc1
  SKBR3 24h inh: 70
> Cn1c(=O)c2c(nc(Br)n2Cc2c(F)cccc2Cl)n(C)c1=O
  SKBR3 24h inh: 86
> NC(=O)C1CCN(Cc2nnnn2Cc2ccco2)CC1
  SKBR3 24h inh: 100
> N#CC(=C1SC=CS1)c1nc(-c2ccccc2)cs1
  SKBR3 24h inh: 126
> O=C(c1cnccn1)N(c1ccccc1)C1(C(=O)NC2CCCCC2)CCCCC1
  SKBR3 24h inh: 113
> CN(C)c1ccc(NC(=S)c2ccccn2)cc1
  SKBR3 24h inh: 117

> COc1c2occc2cc2ccc(=O)oc12
  SKBR3 24h inh: 107
> CCOC(=O)c1c(NC(=O)CN2CCN(c3ccccn3)CC2)sc2c1CCCC2
  SKBR3 24h inh: 95
> O=C(C1Cc2ccccc2CN1S(=O)(=O)c1ccc(F)cc1)N1CCCCCC1 (stereo unspecified)
  SKBR3 24h inh: 56
> O=C(N1CCN(CCO)CC1)N1c2ccccc2C=Cc2ccccc21
  SKBR3 24h inh: 86
> CCOC(=O)CSC1=C(C#N)C(c2ccccc2OCC)C(C#N)C(=O)N1 (stereo unspecified)
  SKBR3 24h inh: 78
> Cc1ccc(-n2nc(C(=O)NCc3ccco3)c3c4ccccc4n(C)c3c2=O)cc1
  SKBR3 24h inh: 93
> COc1cc2c(cc1OC)-c1cc(N3CCCc4ccccc43)nc(=O)n1CC2
  SKBR3 24h inh: 88
> CC(C)[C@H](NC(=O)NCCc1ccc(F)cc1)C(=O)O
  SKBR3 24h inh: 91
> CCOc1ccc(NC(=O)C2CC(=O)N(C(C)C)C2)cc1 (stereo unspecified)
  SKBR3 24h inh: 85
> CCC1(C)Cc2c(C#N)c(N)sc(=S)c2CO1 (stereo unspecified)
  SKBR3 24h inh: 89

> Cc1cc(CNC(=O)Cc2c(F)cccc2Cl)nn1C
  SKBR3 24h inh: 82
> COC(=O)c1ccccc1OC(=O)c1ccc(Br)o1
  SKBR3 24h inh: 83
> CN(C)CCCN1c2ccccc2CCc2ccccc21
  SKBR3 24h inh: 110
> CC(=O)O[C@]1(C(C)=O)CC[C@H]2[C@@H]3C=C(Cl)C4=CC(=O)CC[C@]4(C)[C@H]3CC[C@@]21C
  SKBR3 24h inh: 96
> COC(=O)c1c(C)nc(C)c2c(=O)oc3ccccc3c12
  SKBR3 24h inh: 86
> NC(=O)C1CCN(CCC(=O)Nc2ccc(Br)cc2)CC1
  SKBR3 24h inh: 85
> COC(=O)CCc1c(C)c(C(=O)c2ccco2)c2ccccn12
  SKBR3 24h inh: 99
> O=C(CN1C(=O)c2ccccc2S1(=O)=O)N1CCN(c2cccc(Cl)c2)CC1
  SKBR3 24h inh: 99
> CCOc1ccc(N(CC(=O)NCc2ccco2)S(=O)(=O)c2ccc(OC)c(OC)c2)cc1
  SKBR3 24h inh: 102
> COc1ccc(Cl)cc1CSc1n[nH]c(C)n1
  SKBR3 24h inh: 108

> c1ccc(-c2nn3c(-c4ccncc4)nnc3s2)nc1
  SKBR3 24h inh: 94
> COc1ccc(CCNC(=O)c2sc(=S)n(C)c2N)cc1
  SKBR3 24h inh: 48
> COC(=O)c1ccc(CSc2nnc3sc4ccccc4n23)o1
  SKBR3 24h inh: 131
> CCOC(=O)N1CCN(C(=O)C(NS(=O)(=O)c2cccc3nsnc23)c2ccccc2)CC1 (stereo unspecified)
  SKBR3 24h inh: 86
> CC1CCCC(NC(=O)c2cn(C)c3ccc(S(=O)(=O)N4CCCC4)cc3c2=O)C1C (stereo unspecified)
  SKBR3 24h inh: 69
> Cc1ccc2cc(CN(Cc3ccco3)C(=O)c3ccccc3)c(=O)[nH]c2c1C
  SKBR3 24h inh: 63
> CCOC(=O)CNS(=O)(=O)CCN1C(=O)c2ccccc2C1=O
  SKBR3 24h inh: 109
> CC(=O)c1c(C)nn(CC(O)COc2ccc3c(c2)CCC3)c1C (stereo unspecified)
  SKBR3 24h inh: 95
> NC(=O)C1CCN(c2oc(-c3ccccc3F)nc2S(=O)(=O)c2ccc(Cl)cc2)CC1
  SKBR3 24h inh: 90
> Cc1occc1-c1nnc(SCC(=O)c2ccc(F)cc2)o1
  SKBR3 24h inh: 100
> O=c1[nH]c(C2CCCN(S(=O)(=O)c3ccccc3)C2)nc2c1nnn2Cc1ccccc1F (stereo unspecified)
  SKBR3 24h inh: 31*
> COc1ccc2[nH]c(=O)c(CN(C3CCCCC3)C(c3nnnn3Cc3ccco3)C(C)C)cc2c1 (stereo unspecified)
  SKBR3 24h inh: 133

The list is partial; the hit share may differ from the screen's.
